# Abeta rescue = A-beta toxicity reversal in yeast. Potency, µM (doses to about 46.1 µM), inactives show at the highest dose growth rescue, hits mostly activators. yeast expressing A-beta42, growth rescue, OD600, 48 h; response scale: 0% DMSO, 100% iron-clioquinol control. AID 1347071. 0.063% of 410,000 active; note: potency is the fitted concentration of half-maximal effect; nearly all actives have a fitted effect of over 55% in size
#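 Yeast growth medium received pinned compounds, then yeast cells expressing toxic A-beta were added; plates incubated at 30 C for 48 hr. Growth read as absorbance at 600 nm, normalized to DMSO and equimolar FeCl3 plus clioquinol controls.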
# GLP1R inv ag = inverse agonists of human GLP-1 receptor; P43220; HEK293 GLP-1R CRE-luciferase, luminescence, 24 h; GLP-1R form is constitutively active; Potency, µM (titrated, usually from 38.3 µM), without a hit: at the highest dose activity change, negative = inhibition, most hits filed as inhibitors; 1.6% of 410,000 active; AID 624417; note: potency is the fitted concentration of half-maximal effect; % is set by controls: 0 for no effect and ±100 for the full control effect; nearly all actives have a fitted effect of over 55% in size
#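 qHTS in 1536-well format: reporter HEK293 cells expressing constitutive GLP-1R activity in DMEM + 10% Nu serum, 24 hr with compounds at 37 deg C, luminescence read after 12 min with detection reagent.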
# aSyn rescue = inhibitors of alpha-synuclein toxicity in yeast; Yeast expressing alpha-synuclein, growth rescue, BacTiter-Glo, 24 h; Potency, µM (series often up to 46.1 µM), inactives show at the highest dose growth rescue (activation), actives largely listed as activators; 0.14% of 370,000 active; AID 652106; note: potency is the fitted concentration of half-maximal effect; % of control where 0% means no effect; nearly all actives have a fitted effect of over 65% in size
#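 Screening used galactose-induced yeast with toxic alpha-synuclein levels, exposed to compound for 24 hr at 30 deg C. Cell growth, read with BacTiter-Glo luminescence, gave the measured signal.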
# FUS yeast rescue = suppressors of FUS proteinopathy in yeast; Potency, µM (highest dose often 76.6 µM), for the others: at the top dose growth rescue (activation), hits mostly activators; S. cerevisiae FUS-expressing, growth rescue, OD600, 24 h; 0.24% of 390,000 active;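 note: potency is the fitted concentration of half-maximal effect; plate controls were DMSO vehicle for no effect and reference control for full effect; nearly all actives have a fitted effect of over 55% in size; some results filed as inactive show a strong effect at the top dose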
#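 FUS-expressing yeast, raffinose-pregrown, induced in 2% galactose minimal medium at OD 0.005; compounds in a dilution series, 24hr at 30C. Growth restoration read as absorbance at 600 nm. CP55940 positive control, DMSO negative.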
# PTHR1 agonist = agonists of human PTHR1 parathyroid hormone receptor; HEK293 GP2 PTHR1 cells, GloSensor cAMP luminescence, 1 h; Potency, µM (top dose mostly 115 µM), without a hit: top-dose activation, most hits filed as activators; 0.075% of 410,000 active; note: potency is the fitted concentration of half-maximal effect; nearly all actives have a fitted effect of over 55% in size; some results filed as inactive show a strong effect at the top dose; inactives centre near -15; many of its hits are not listed in these tables
# Target sequence (Q03431 whole entry, looked up): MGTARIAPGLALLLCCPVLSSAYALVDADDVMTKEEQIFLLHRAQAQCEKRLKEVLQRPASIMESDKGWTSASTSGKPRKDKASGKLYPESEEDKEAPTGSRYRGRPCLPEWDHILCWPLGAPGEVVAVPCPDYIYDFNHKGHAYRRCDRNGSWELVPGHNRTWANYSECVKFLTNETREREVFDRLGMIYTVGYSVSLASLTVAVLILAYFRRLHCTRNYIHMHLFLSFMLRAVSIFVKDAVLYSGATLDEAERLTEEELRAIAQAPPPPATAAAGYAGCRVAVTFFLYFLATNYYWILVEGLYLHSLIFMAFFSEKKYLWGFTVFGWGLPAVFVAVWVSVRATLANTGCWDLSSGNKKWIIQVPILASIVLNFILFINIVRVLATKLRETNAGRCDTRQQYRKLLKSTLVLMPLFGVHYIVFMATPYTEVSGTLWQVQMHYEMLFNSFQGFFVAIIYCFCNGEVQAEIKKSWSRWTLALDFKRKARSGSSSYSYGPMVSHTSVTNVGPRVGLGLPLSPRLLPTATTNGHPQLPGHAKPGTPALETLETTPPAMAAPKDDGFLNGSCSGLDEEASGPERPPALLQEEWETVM
#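 HEK-293-derived GP2 cells expressing PTHR1 and a GloSensor cAMP reporter, 3,000/well, plated overnight, given luciferin plus IBMX (each 0.5 mM as added) for 1 h at 37 °C, then compound for 1 h at 37 °C. Luminescence was read after 15 min at room temperature.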
# GLP-1R agonist = agonists of human GLP-1 receptor; 0.007% of 380,000 active; P43220; Potency, µM (series often up to 45.6 µM), for inactives: at the highest dose activation, actives largely listed as activators; HEK293 GLP-1R CRE-luciferase, luminescence, 4-6 h; cells express a hypersensitive GLP-1R form; AID 624172; note: potency is the fitted concentration of half-maximal effect; % of control where 0% means no effect
# TDP-43 yeast inh = TDP-43 toxicity inhibition in yeast. Potency, µM (titrated, usually from 46.1 µM), without a hit: top-dose growth rescue (activation), hits mostly activators. TDP-43 expressing yeast growth rescue, BacTiter-Glo, 24 h. 1.8% of 410,000 active. AID 652104; note: potency is the fitted concentration of half-maximal effect; % of control where 0% means no effect; nearly all actives have a fitted effect of over 50% in size
#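 Cell-based yeast growth screen: TDP-43 expression induced in galactose, inoculum OD600=0.02 after raffinose pregrowth to mid-log. Read-out BacTiter-Glo luminescence at 24 hr, 30 deg C; inhibition of toxicity seen as signal increase.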
# D3 antag = blocks the human D3 dopamine receptor | D3R cells, DiscoveRx beta-arrestin luminescence, antagonist mode; hits give low values | max response, negative = inhibition, % | 2.5% of 360,000 active | AID 652054; in the data active = max response below about -50%; inconclusive = no clear call, values can overlap the other calls; note: % is set by controls: 0 for no effect and ±100 for the full control effect; mostly tested at two doses, the higher about 12 µM
# Target sequence (P35462 whole entry, looked up): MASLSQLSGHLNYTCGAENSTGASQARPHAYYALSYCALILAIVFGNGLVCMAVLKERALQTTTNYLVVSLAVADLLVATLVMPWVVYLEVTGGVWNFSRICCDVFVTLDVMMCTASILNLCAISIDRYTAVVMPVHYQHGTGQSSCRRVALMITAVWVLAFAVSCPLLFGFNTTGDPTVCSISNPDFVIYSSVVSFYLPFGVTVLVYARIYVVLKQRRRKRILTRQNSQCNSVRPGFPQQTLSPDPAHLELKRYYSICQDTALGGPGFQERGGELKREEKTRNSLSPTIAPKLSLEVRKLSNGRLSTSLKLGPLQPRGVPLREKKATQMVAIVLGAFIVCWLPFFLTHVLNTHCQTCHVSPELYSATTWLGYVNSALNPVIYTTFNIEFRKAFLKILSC
#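 Cells expressing the human receptor were seeded at 1500 cells/well, incubated overnight at 37 degrees C in 5% CO2, then exposed to library compounds with dopamine controls for 90 minutes at 37 degrees C before luminescent detection.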
# pAkt inh = Akt phosphorylation inhibition; Neuro2A IGF-stimulated pAkt S473 HTRF, 20 min; hits give low values; activity change, % for hits at 50 µM; 0.32% of 360,000 active; AID 651550; in the data active = activity change below about -80%; inconclusive = mostly about -51% to -80%; note: % is set by controls: 0 for no effect and ±100 for the full control effect
#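 Neuro2A cells in DMEM with 0.5% FBS, overnight at 37 deg C, given compound at single 50 µM final, then IGF (6 nM final) for 20 min at 37 deg C. Lysed; phospho-Akt Ser473 by HTRF after 24 h, 665/615 ratio.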
# * marks the source's active call; other numbers are inactive results; i = inactive; ? = inconclusive; · = no result given; [ ] = another dose, or the depositor's remark. Unless noted, calls come from the whole dose curve; as a rule, active = well fitted curve in the direction sought with a large enough effect; inconclusive = small, poorly fitted or top-dose-only effect, or another doubt; inactive = no such curve, though single readings can be large; an effect the other way counts as inactive or inconclusive. Not all compounds are listed. The share of hits here may be higher or lower than overall.
Molecule	pAkt inh	D3 antag	TDP-43 yeast inh	Abeta rescue	GLP1R inv ag	GLP-1R agonist	FUS yeast rescue	PTHR1 agonist	aSyn rescue
Cc1ccc(-n2ncc3c(=O)n(CC(=O)N4CCN(c5ccccc5F)CC4)cnc32)cc1C	·	-16.8	-5.1%	2.4%	5.4%	-5.9%	?	-4.7%[57.5 µM]	3.1%
COc1ccc(CCN2C(=O)NC(NS(=O)(=O)c3ccc(Cl)cc3)(C(F)(F)F)C2=O)cc1OC (configuration not stated)	i	6.2	15.9%	-1.8%	4.6%	-3.6%	13.9%	i	4.3%
O=C(CSc1nnc2scc(-c3ccc(Cl)cc3)n12)NCc1ccc2c(c1)OCO2	i	-23.0	-6.6%	21.8%	0.0%	17.5%	2.1%	?	2.4%
C[C@@H]1CN([C@@H](C)CO)C(=O)c2cc(Br)cnc2O[C@@H]1CN(C)C(=O)Nc1ccc(F)cc1	i	-11.6	15.8%	-5.4%	?	-6.5%	30.3%	-16.4%	18.0%
Cc1cc(C)cc(C(=O)NCC(=O)OCC(=O)N2c3ccccc3NC(=O)C2(C)C)c1	i	14.8	-1.7%[0.397 µM]	0.3%	15.5%	5.6%	1.7%	i	2.7%
COc1ccc(C(=O)c2c(N)sc3c2CCN(C(=O)OC(C)(C)C)C3)cc1	i	1.0	-2.7%	-29.3%	?	3.6%	?	i	0.1%
COC(=O)/C=C/c1cnc2ccccc2c1	i	0.2	-14.4%[0.397 µM]	3.7%	49.3%[activator]	9.0%	-5.2%	-21.5%	11.2%
O=C(NCc1cccnc1)c1cnc2sccn2c1=O	i	-2.3	-2.9%	-21.9%	12.7%	-5.5%	-21.4%	-12.4%	-1.2%
Cc1ccccc1-c1nc(CN2CCCC(C(=O)NCc3ccc(Cl)cc3)C2)c(C)o1 (configuration not stated)	·	·	1.6%	-16.4%	3.7%	·	39.4%	i	·
COc1ccc(NC(=S)N(Cc2ccc(C(=O)O)cc2)Cc2ccc(OC)c(OC)c2)cc1	i	-0.4	-14.3%[1.82 µM]	-4.7%	3.8%	11.3%	21.4%	-29.0%	5.5%
COc1ccc(CC(=O)N(C)CC(=O)Nc2ccccc2SC)cc1	i	-18.6	10.1%	-8.4%	0.4%	3.7%	-19.9%	-19.6%	-16.8%
CCc1nn(CC(=O)O)c(=O)c2ccccc12	i	-9.8	-13.7%	-0.6%	-0.6%	1.1%	7.2%	-17.3%	-1.0%
CCN(C(=O)CSc1nc2ccccc2n1CC)C1CCS(=O)(=O)C1 (configuration not stated)	i	12.6	-8.8%	10.3%	5.6%[0.307 µM]	10.3%	1.7%	i	1.7%
CCCCCCc1c(C)nc(-n2[nH]c(C)c(CCO)c2=O)[nH]c1=O	i	8.7	0.0%	1.5%	15.5%	-1.8%	20.7%	-0.1%	-4.3%
CC(C)COC(=O)c1cc(=O)[nH]c2ccccc12	i	-12.2	?	-1.3%	24.6%	?	15.6%	i	7.4%
NC(Cc1ccc(C(F)(F)F)cc1)c1csc(Nc2ccc(C(=O)NCc3ccco3)cn2)n1 (configuration not stated)	i	?	26.8%	-7.1%	?	-2.2%	36.3%	-26.3%	-21.6%
CCC(Oc1ccccc1)C(=O)NCCOC (configuration not stated)	i	-11.8	4.7%	6.5%	1.1%	-0.1%	-20.3%	-7.8%	0.5%
CC(=O)c1ccc(S(=O)(=O)N(C)CC(=O)Nc2cc(C)on2)cc1	i	19.5	7.1%	-4.2%	22.6%	-16.8%	-0.7%	-13.6%	15.3%
COc1ccc(-c2c(C)nn3c(C(F)(F)F)cc(-c4ccccc4)nc23)cc1	·	·	?	-6.3%	24.7%	·	-22.5%	-67.0%	·
COC(=O)C1(C)NC(c2ccc(F)cc2)C2C(=O)N(c3ccc(C)cc3)C(=O)C21 (configuration not stated)	i	2.2	13.6%	8.7%	26.2%	1.9%	-9.0%	-24.3%	9.7%
O=C(CCN1N=C(c2ccccc2)CCC1=O)NCC1CCCO1 (configuration not stated)	·	-3.4	0.6%	-19.6%	2.7%	7.9%	-17.5%	1.8%	-7.1%
COc1ccc(OC)c(NC(=S)N2CCc3ccccc3C2)c1	i	?	?	?	-12.6%	-1.8%	10.5%	-4.7%	-5.7%
Cc1ccccc1NC(=O)C(NC1CCCCC1)C(C)C (configuration not stated)	i	1.7	-7.0%	-0.9%	-7.8%	-2.3%	7.4%	i	-0.1%
COc1ccc(-c2cn3c(C)c(C(=O)N4CCN(c5ccc(F)cc5)CC4)sc3n2)cc1	i	49.5	1.7%	2.1%	7.2%	10.3%	-16.7%	-4.4%	1.5%
Cc1cccc(NC(=O)c2nc[nH]c2C(=O)N[C@@H](C)C(=O)OCc2ccccc2)c1	i	39.4	19.0%	-1.0%	-8.7%	13.7%	-16.5%	-0.5%	5.7%

# Compound profiles, from the list above. Order of values: pAkt inh	D3 antag	TDP-43 yeast inh	Abeta rescue	GLP1R inv ag	GLP-1R agonist	FUS yeast rescue	PTHR1 agonist	aSyn rescue
# Entry for `O=C(CSc1nnc2scc(-c3ccc(Cl)cc3)n12)NCc1ccc2c(c1)OCO2` = i	-23.0	-6.6%	21.8%	0.0%	17.5%	2.1%	?	2.4%
# Entry for `COC(=O)/C=C/c1cnc2ccccc2c1` = i	0.2	-14.4%[0.397 µM]	3.7%	49.3%[activator]	9.0%	-5.2%	-21.5%	11.2%

# Going on with the list:
Molecule	pAkt inh	D3 antag	TDP-43 yeast inh	Abeta rescue	GLP1R inv ag	GLP-1R agonist	FUS yeast rescue	PTHR1 agonist	aSyn rescue
COc1ccc(S(=O)(=O)CCC(=O)N2CCN(c3ccc(F)cc3)CC2)cc1	i	17.5	0.0%	-3.2%	1.5%	-3.9%	12.3%	i	22.3%
Cc1ccc(-n2ncc(C(=O)NCc3ccc4c(c3)OCO4)c2C2CCN(C(=O)OC(C)(C)C)CC2)cc1C	·	·	16.2%	5.7%	?	·	25.1µM*	i	·
O=C(c1ccc(Cl)cc1)N1CCC(c2nc(-c3cccs3)no2)CC1	i	-5.1	-0.6%	-20.1%	?	4.3%	22.8%	-33.7%	7.4%
C=CCCOc1ccccc1C(N)=O	i	7.4	9.5%	9.3%	0.5%	7.0%	-11.3%	i	4.8%
CC(C)Oc1ccc(CN2CCC2(C)C(=O)Nc2ccc3c(c2)OCO3)cc1 (configuration not stated)	i	9.4	-23.5%	-9.4%	?	11.2%	-16.9%	-41.7%[inhibitor]	-2.7%
Cc1nn(-c2ccccn2)c2c1C(=O)CC(C)(C)C2N=[N+]=[N-] (configuration not stated)	i	-2.3	-21.2%	-52.3%[inhibitor]	?	0.6%	-15.7%	18.9%	7.3%
COc1ccc(S(=O)(=O)O/N=C2\CCSc3ccc(C)cc32)cc1	i	36.3	23.9%	2.4%	6.5%	8.1%	11.0%	-1.6%[57.5 µM]	3.4%
COc1ccc(C(=O)OCCN2CCCCC2)cc1	i	-77.7*	-8.6%	6.3%	3.5%	8.0%	5.3%	-4.3%	-2.3%
Cc1cc(C)n2ncc(S(=O)(=O)c3ccccc3)c2n1	i	15.3	8.8%	-5.0%	9.4%	7.9%	-12.6%	i	1.1%
CC(C)c1ccccc1	i	11.2	28.6%	-8.8%	7.5%	0.1%	-36.5%	-24.3%	3.9%
Cc1ccc(NC(=O)N2CCOCC2)cc1NC(=O)N1CCOCC1	i	20.3	20.5%	5.3%	-11.4%	-0.3%	-3.3%	i	-4.7%
O=C(Nc1ccc(Cl)c(S(=O)(=O)N2CCCCC2)c1)C1=COCCO1	i	0.0	4.9%	0.5%	?	7.7%	3.1%	-30.2%[inhibitor]	-8.8%
CN=C1SC(CC(=O)Nc2ccc(N3CCOCC3)cc2)C(=O)N1C (configuration not stated)	i	22.8	-9.8%	-9.1%	0.7%	-7.0%	27.5%	-0.9%	0.6%
CCOc1ccc(C(=O)Nc2cccc(-c3nc4cc(Cl)cc(Cl)c4o3)c2)cc1	·	·	15.0%	-4.0%	-5.8%	·	-12.6%	i	·
CCN(CC(=O)Nc1ccc2c(c1)OCCO2)CC(=O)Nc1ccccc1C(F)(F)F	i	?	5.4%	12.7%	-0.9%	14.3%	·	-5.1%	1.5%
CN(C(=O)CC1C(=O)NCCN1Cc1ccccc1C(F)(F)F)C1CCOCC1 (configuration not stated)	i	5.1	5.1%	13.9%	8.8%	-1.1%	-5.3%	9.9%	1.8%
Cc1ccc(C(=O)Nc2c(C)n(C)n(-c3ccccc3)c2=O)cc1S(=O)(=O)N1CCCCC1	i	-14.4	5.1%	3.3%	-5.9%	-0.9%	·	i	-0.1%
COC(=O)c1ccccc1N1CCS(=O)(=O)CC1	i	-21.4	·	1.2%	16.0%	-1.8%	12.7%	-16.2%	-0.2%
Cc1ccc(NCC(=O)N/N=C/c2cccc(Oc3ccccc3)c2)cc1	i	20.9	29.3%	25.9%	?	-0.2%	11.6%	-3.7%	5.1%
COc1ccc(OC)c(CCNC(=O)C2=C(C)C(=O)OC23CCC(C)CC3)c1 (configuration not stated)	·	·	21.6%	-3.7%	-8.4%	·	5.2%	-48.4%[inhibitor]	·
O=C(Nc1nnc(COc2ccccc2)s1)c1ccco1	i	-14.8	2.5%	12.4%	23.6%	3.8%	18.7%	-62.3%[inhibitor]	0.0%
O=C(CSc1nnc(-c2ccccn2)n1Cc1ccco1)c1ccccc1	i	13.5	-7.6%	-13.2%	-24.0%	15.1%	10.6%	-40.4%[inhibitor]	8.4%

# Source: PubChem BioAssay (National Center for Advancing Translational Sciences (NCATS))
